Screens from PubChem BioAssay.
HT1080-NT tox – qHTS for induction of synthetic lethality in tumor cells producing 2HG: qHTS for the HT-1080-NT fibrosarcoma cell line; hit rate 1.6% among 360,000; Potency, µM (doses to about 46.1 µM), for the others: at the top dose activity, negative = less viability, most hits filed as cytotoxic; HT-1080-NT fibrosarcoma viability, CellTiter-Glo ATP luminescence, 48 h;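 note: NT is the 2HG producing partner of a matched IDH1 knockdown line; potency is the fitted concentration of half-maximal effect; 0% = DMSO-treated cells and -100% = media-only wells without cells; nearly all actives have a fitted effect of over 55% in size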
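Fibrosarcoma NT cells, 750 per well in 5% FBS RPMI, were exposed to compound for 48 hours. Viability: CellTiter-Glo luminescence.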
HEK293 tox – qHTS of GLP-1 Receptor Inverse Agonists: Cytotox Screen; HEK293 cAMP-luciferase reporter cells, luminescence, 24 h; Potency, µM (top dose mostly 38.3 µM), for the others: at the highest dose activity change, negative = inhibition, usual class: inhibitors; hit rate 0.13% among 410,000; AID 624418, 2012;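 note: loss of luciferase light is scored as toxicity; potency is the fitted concentration of half-maximal effect; % is set by controls: 0 for no effect and ±100 for the full control effect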
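Quantitative HTS format, 1536 wells, 200 cells/uL seeded. Compounds: 23 nL, 24 h, 37 °C. Detection: luciferase reagent, luminescence at 12 min RT; decreased signal taken as cytotoxic.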
KB-3-1 cytotox – qHTS assay for MDR1-selective chemotherapeutics: Primary screen using the parental adenocarcinoma cell KB-3-1; KB-3-1 viability, CellTiter-Glo ATP luminescence, 72 h; Potency, µM (doses to about 46.1 µM), for the others: top-dose activity change, negative = cytotoxic, actives largely listed as cytotoxic; hit rate 1.4% among 400,000; AID 1347075, 2019; note: potency is the fitted concentration of half-maximal effect; % is set by controls: 0 for no effect and ±100 for the full control effect; nearly all actives have a fitted effect of over 60% in size
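Multi-concentration cytotoxicity screen in KB-3-1 cells grown in DMEM lacking phenol red with 10% FBS. After 72 h at 37 °C with compound, ATP-dependent luminescence was recorded.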
HT1080 IDH1KD tx – qHTS for induction of synthetic lethality in tumor cells producing 2HG: qHTS for the HT-1080-IDH1KD cell line. HT-1080 IDH1 knockdown viability, ATP luminescence, 48 h. Potency, µM (top dose mostly 46.1 µM), for the others: at the highest dose activity, negative = toxicity, most hits filed as cytotoxic. hit rate 2% among 360,000. AID 686971, 2013;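 note: potency is the fitted concentration of half-maximal effect; 0% = DMSO wells and -100% = cell-free medium wells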
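Viability of IDH1-knockdown HT-1080 fibrosarcoma cells was assessed by CellTiter-Glo after 48 h at 37 °C with titrated compound; concentration-effect curves were classified by fit quality and response size.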
MCF10A rereplic – A quantitative high throughput screen for small molecules that induce DNA re-replication in MCF 10a normal breast cells; MCF 10A DNA re-replication, Hoechst nuclear intensity, 48 h; Potency, µM (series often up to 46.1 µM), inactives show at the highest dose activity, positive = re-replication, most hits filed as activators; hit rate 2.9% among 350,000; note: potency is the fitted concentration of half-maximal effect; % of control where 0% means no effect; nearly all actives have a fitted effect of over 50% in size
DRD3 agonist – qHTS of D3 Dopamine Receptor Agonist: qHTS; D(3) dopamine receptor (Homo sapiens), P35462; D3R DiscoveRx beta-arrestin cells, luminescence, 90 min; max activation, %; hit rate 0.58% among 410,000; in the data active = max activation above about 30%; note: 0% is about no effect; mostly tested at two doses, the higher about 12 µM
Target sequence (P35462 whole entry, looked up): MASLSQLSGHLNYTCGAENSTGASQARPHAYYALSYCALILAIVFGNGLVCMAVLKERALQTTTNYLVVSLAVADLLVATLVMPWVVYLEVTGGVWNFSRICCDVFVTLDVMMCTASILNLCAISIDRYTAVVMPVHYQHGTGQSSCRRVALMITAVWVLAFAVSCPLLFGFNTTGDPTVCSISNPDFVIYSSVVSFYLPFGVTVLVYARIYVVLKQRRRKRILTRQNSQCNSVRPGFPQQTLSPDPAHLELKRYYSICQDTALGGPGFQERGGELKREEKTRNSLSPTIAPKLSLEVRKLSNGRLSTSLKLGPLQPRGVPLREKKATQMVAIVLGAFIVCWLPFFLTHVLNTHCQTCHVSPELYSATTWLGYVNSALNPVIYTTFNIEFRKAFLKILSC
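Agonist mode: compounds and dopamine controls were applied to plated cells for 90 min at 37 degrees C after an overnight attachment at 1500 cells/well. Luminescent read-out followed 30 - 60 minutes at room temperature with DiscoveRx detection reagent.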
KB-V1 cytotox – qHTS assay for MDR1-selective chemotherapeutics: Primary screen using the drug-selected MDR subline cells KB-V1 | KB-V1 MDR cells viability, CellTiter-Glo, 72 h | Potency, µM (titrated, usually from 46.1 µM), for inactives: at the top dose activity change, negative = cytotoxicity, hits mostly cytotoxic | hit rate 3.4% among 400,000 | AID 1347076, 2019; note: potency is the fitted concentration of half-maximal effect; % is set by controls: 0 for no effect and ±100 for the full control effect; nearly all actives have a fitted effect of over 60% in size
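Cells of the MDR subline KB-V1 are plated, dosed with compound at multiple concentrations, and incubated 72 h at 37 degrees C; CellTiter-Glo is then added and luminescence read after 10 min.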
SW480 rereplic – A quantitative high throughput screen for small molecules that induce DNA re-replication in SW480 colon adenocarcinoma cells | hit rate 1.8% among 340,000 | SW480 DNA re-replication, Hoechst DNA content imaging, 48 h | Potency, µM (doses to about 46.1 µM), for the others: at the highest dose re-replication activation, usual class: activators | AID 624297, 2012; note: potency is the fitted concentration of half-maximal effect; % of control where 0% means no effect; nearly all actives have a fitted effect of over 55% in size
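Cells (250 per well) received 23 nL compound or DMSO by pin tool and were kept 48 hr at 37 C, 5% CO2. Nuclei were then stained with Hoechst for 40 min and scanned for DNA content.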
IL1B secr inh – qHTS for Inhibitors of Inflammasome Signaling: IL-1-beta AlphaLISA Primary Screen; activity change, % at 57.5 µM; THP-1 LPS/ATP IL-1B secretion, AlphaLISA, 16 h; stronger effect = lower value; hit rate 4.7% among 360,000; in the data active = activity change below about -50%; inconclusive = mostly about -30% to -49%; note: % is set by controls: 0 for no effect and ±100 for the full control effect
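THP-1 cells pretreated 1 hr with compounds (up to 57.5 uM final), then stimulated with LPS (250 ng/mL final) plus ATP (1.25 mM final); secreted IL-1B measured by AlphaLISA after 16 hr, decreased signal indicating inhibition.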
Numbers without * were called inactive; [ ] = remark or other dose. Unless noted, calls come from the whole dose curve; as a rule, active = well fitted curve in the direction sought with a large enough effect; inconclusive = small, poorly fitted or top-dose-only effect, or another doubt; inactive = no such curve, though single readings can be large; an effect the other way counts as inactive or inconclusive.

The first 2 entries, to show the layout:
For CS(=O)(=O)Nc1ccc2c(c1)[C@@H]1C[C@@H](CC(=O)NCc3cccnc3)O[C@H](CO)[C@@H]1O2 the results were HT1080-NT tox 3.2%, HEK293 tox -9.4%, KB-3-1 cytotox 0.0%, HT1080 IDH1KD tx 5.1%, DRD3 agonist 11.7, KB-V1 cytotox 0.8% and IL1B secr inh 31.5.
Screening CCn1c(SCC(=O)N/N=C/c2ccc(C)s2)nc2ccccc21 returned HT1080-NT tox inconclusive, HEK293 tox inconclusive, KB-3-1 cytotox 13µM*, HT1080 IDH1KD tx inconclusive, MCF10A rereplic 13µM*, DRD3 agonist -1.0, KB-V1 cytotox inconclusive, SW480 rereplic inconclusive and IL1B secr inh 9.4.

Results, repeating the preview:
For CS(=O)(=O)Nc1ccc2c(c1)[C@@H]1C[C@@H](CC(=O)NCc3cccnc3)O[C@H](CO)[C@@H]1O2 the results were HT1080-NT tox 3.2%, HEK293 tox -9.4%, KB-3-1 cytotox 0.0%, HT1080 IDH1KD tx 5.1%, DRD3 agonist 11.7, KB-V1 cytotox 0.8% and IL1B secr inh 31.5.
Screening CCn1c(SCC(=O)N/N=C/c2ccc(C)s2)nc2ccccc21 returned HT1080-NT tox inconclusive, HEK293 tox inconclusive, KB-3-1 cytotox 13µM*, HT1080 IDH1KD tx inconclusive, MCF10A rereplic 13µM*, DRD3 agonist -1.0, KB-V1 cytotox inconclusive, SW480 rereplic inconclusive and IL1B secr inh 9.4.
Screening O=C(Nc1nnc(Cc2ccccc2)s1)c1ccco1 returned HT1080-NT tox inconclusive, HEK293 tox -3.9%, KB-3-1 cytotox 5.6%, HT1080 IDH1KD tx 14.1%, MCF10A rereplic 3.2%, DRD3 agonist -2.4, KB-V1 cytotox -6.6%, SW480 rereplic -0.4% and IL1B secr inh 0.8.
`COc1cc(/C=N/NC(=O)Cc2csc(N3CCOCC3)n2)cc(OC)c1O` gave HT1080-NT tox -3.9%, HEK293 tox 0.6%, KB-3-1 cytotox 0.0%, HT1080 IDH1KD tx 1.5%, MCF10A rereplic -0.1%, DRD3 agonist 2.0, KB-V1 cytotox 8.1%, SW480 rereplic -23.3% and IL1B secr inh -20.2.
Screening COC(=O)C1(C)NC(c2ccc(OC)cc2)C2C(=O)N(c3ccccc3)C(=O)C21 (configuration not stated) returned HT1080-NT tox 0.8%, HEK293 tox 0.4%, KB-3-1 cytotox 8.0%, HT1080 IDH1KD tx 0.5%, MCF10A rereplic 3.9%, DRD3 agonist -1.0, KB-V1 cytotox 2.6%, SW480 rereplic -0.5% and IL1B secr inh -3.9.
Screening O=C1C2C3c4ccccc4C(c4ccccc43)C2C(=O)N1c1ccncc1 (configuration not stated) returned HT1080-NT tox 5.1%, HEK293 tox -11.6%, KB-3-1 cytotox -2.8%, HT1080 IDH1KD tx -0.7%, MCF10A rereplic inconclusive, DRD3 agonist 2.3, KB-V1 cytotox 2.1%, SW480 rereplic 5.9% and IL1B secr inh 28.5.
CC(C)(C)OC(=O)N1CCCC(C(=O)Nc2ccc(C(=O)NC3CC3)cc2)C1 (configuration not stated) was read as HT1080-NT tox 4.0%, HEK293 tox 4.5%, KB-3-1 cytotox 11.2%, HT1080 IDH1KD tx 5.6%, MCF10A rereplic -6.3%, DRD3 agonist 0.7, KB-V1 cytotox 17.9%, SW480 rereplic -1.3%[9.22 µM] and IL1B secr inh 2.0.
CCOC(=O)c1c(C)[nH]c(C(=O)COC(=O)CCS(=O)(=O)c2ccc(C)cc2)c1C was read as HT1080-NT tox 2.9%, HEK293 tox 4.0%, KB-3-1 cytotox -0.9%, HT1080 IDH1KD tx 6.5%, MCF10A rereplic -0.3%, DRD3 agonist 11.5, KB-V1 cytotox inconclusive, SW480 rereplic -7.5% and IL1B secr inh 19.5.
`COc1ccc(NC(=O)Nc2cc(C)cc(C)c2)cn1` gave HT1080-NT tox 1.7%, HEK293 tox -2.4%, KB-3-1 cytotox 10.3%, HT1080 IDH1KD tx 0.0%, MCF10A rereplic -2.8%, DRD3 agonist 4.6, KB-V1 cytotox inconclusive, SW480 rereplic -4.9% and IL1B secr inh -2.3.
Screening Nc1cc(=O)nc(SCC(=O)Nc2ccccc2Cl)n1-c1ccccc1 returned HT1080-NT tox -5.4%, HEK293 tox -3.1%, KB-3-1 cytotox 7.6%, HT1080 IDH1KD tx -4.2%, MCF10A rereplic 0.0%, DRD3 agonist 4.8, KB-V1 cytotox 6.3%, SW480 rereplic 0.2% and IL1B secr inh -7.9.
Screening CCCCn1nc2cc(C(=O)NCc3ccco3)ccc2c1OCC returned HT1080-NT tox 13.8%, HEK293 tox 4.8%, KB-3-1 cytotox 4.0%, HT1080 IDH1KD tx 9.6%, MCF10A rereplic inconclusive, DRD3 agonist -0.8, KB-V1 cytotox -9.6%, SW480 rereplic -7.8% and IL1B secr inh -9.0.
For CC1(O)C(=O)c2ccccc2N(c2ccccc2)C1=O (configuration not stated) the results were HT1080-NT tox -0.1%, HEK293 tox -3.4%, KB-3-1 cytotox 0.0%, HT1080 IDH1KD tx -5.7%, MCF10A rereplic inconclusive, DRD3 agonist -1.1, KB-V1 cytotox -4.7%, SW480 rereplic -6.1% and IL1B secr inh -5.8.
`S=c1[nH]nc(-c2ccc3ccccc3n2)n1-c1cc(Cl)cc(Cl)c1` gave HT1080-NT tox 0.9%, HEK293 tox -2.8%, KB-3-1 cytotox 0.1%, HT1080 IDH1KD tx 8.7%, MCF10A rereplic 20.0%, DRD3 agonist 3.6, KB-V1 cytotox 16.4µM*, SW480 rereplic -0.9% and IL1B secr inh -4.3.
`c1coc(Cn2nnnc2CN2CCN(C3CCCC3)CC2)c1` gave HT1080-NT tox 6.2%, HEK293 tox -14.2%, KB-3-1 cytotox 5.1%, HT1080 IDH1KD tx 11.7%, MCF10A rereplic 28.2%, DRD3 agonist -2.7, KB-V1 cytotox 13.1%, SW480 rereplic 2.3% and IL1B secr inh -4.1.
`Nc1nc(Nc2ccccc2)nc(NCc2ccccc2)c1[N+](=O)[O-]` gave HT1080-NT tox inconclusive, HEK293 tox -31.3%, KB-3-1 cytotox inconclusive, HT1080 IDH1KD tx 16.4µM*, MCF10A rereplic 12.0%, DRD3 agonist 6.1, KB-V1 cytotox inconclusive, SW480 rereplic 11.2% and IL1B secr inh -68.6*.
Screening CCc1ccc(S(=O)(=O)NCc2cn3ccccc3n2)s1 returned HT1080-NT tox -2.0%, HEK293 tox -0.2%, KB-3-1 cytotox -7.4%, HT1080 IDH1KD tx -1.4%, MCF10A rereplic 18.4%, DRD3 agonist -4.9, KB-V1 cytotox -7.0%, SW480 rereplic -0.5% and IL1B secr inh 17.4.
`COc1ccc(C(=O)NCC2COc3ccccc3O2)cc1S(=O)(=O)N1CCOCC1` (configuration not stated) gave HT1080-NT tox 0.0%, HEK293 tox 3.6%, HT1080 IDH1KD tx 0.0%, MCF10A rereplic -2.2%, DRD3 agonist 3.0, SW480 rereplic 3.9% and IL1B secr inh 8.0.
CC(C)CN(C(=O)Cn1nnc(-c2ccc(Cl)cc2)n1)C1CCS(=O)(=O)C1 (configuration not stated) was read as HT1080-NT tox 0.7%, HEK293 tox -12.8%, KB-3-1 cytotox 4.5%, HT1080 IDH1KD tx -5.6%, DRD3 agonist 1.6, KB-V1 cytotox -14.9% and IL1B secr inh 3.5.
`CS(=O)(=O)c1ccc2nc(NC(=O)CN3C(=O)NC4(CCCC4)C3=O)sc2c1` gave HT1080-NT tox 0.2%, HEK293 tox 4.2%, KB-3-1 cytotox -8.5%, HT1080 IDH1KD tx -2.9%, MCF10A rereplic -3.5%, DRD3 agonist -7.3, KB-V1 cytotox 19.0%, SW480 rereplic -1.2% and IL1B secr inh 0.0.
Screening COc1ccc(C(=S)N2CCN(c3cccc(Cl)c3)CC2)cc1 returned HT1080-NT tox -6.8%, HEK293 tox 12.0%, KB-3-1 cytotox -4.8%, HT1080 IDH1KD tx -4.1%, MCF10A rereplic -8.8%, DRD3 agonist -18.8, KB-V1 cytotox 5.9%, SW480 rereplic -5.6% and IL1B secr inh inconclusive.
For O=C1CC(Cc2ccccc2)C(=O)N1Cc1ccco1 (configuration not stated) the results were HT1080-NT tox 3.6%, HEK293 tox -3.7%, KB-3-1 cytotox -5.9%, HT1080 IDH1KD tx 2.4%, MCF10A rereplic 11.2%, DRD3 agonist 0.9, KB-V1 cytotox 11.7%, SW480 rereplic -6.7% and IL1B secr inh 4.6.
For COc1ccc(-n2nc(C(=O)NCC(=O)N3CCN(Cc4ccccc4)CC3)c3ccccc3c2=O)cc1OC the results were HT1080-NT tox -18.6%, HEK293 tox -8.8%, KB-3-1 cytotox 9.6%, HT1080 IDH1KD tx -22.2%, MCF10A rereplic 14.3%, DRD3 agonist 5.0, KB-V1 cytotox inconclusive, SW480 rereplic 6.7% and IL1B secr inh -16.5.
COCc1cc(C)nc(OCC(=O)N/N=C/c2ccc(OC)c(O)c2)c1C#N was read as HT1080-NT tox 2.6%, HEK293 tox 3.3%, KB-3-1 cytotox -2.4%, HT1080 IDH1KD tx 0.9%, MCF10A rereplic 2.8%, DRD3 agonist -7.7, KB-V1 cytotox 18.7%, SW480 rereplic -128.6%[inhibitor] and IL1B secr inh -4.8.
`CC(C)(C)C1CCC(CN2CCC(CN3C(=O)C(=O)NC[C@@H]3Cc3ccccc3)CC2)CC1` (some centres not stated) gave HT1080-NT tox 0.1%, HEK293 tox 6.8%, KB-3-1 cytotox 8.4%, HT1080 IDH1KD tx 5.1%, MCF10A rereplic -5.8%, DRD3 agonist -34.7, KB-V1 cytotox 8.0%, SW480 rereplic inconclusive and IL1B secr inh -56.4*.
